# RORa activator – RORA (human) activation. P35398. CHO-K1 Gal4-RORA LBD luciferase reporter, luminescence; percent increase over mock-subtracted basal signal. activation, % at 10 µM. actives 1.5% (n = 65,000). AID 560;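 active = activation above the mean of all tested compounds plus 3 SD, cut at about 49% in these data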;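 also: 0% = DMSO-treated RORA cells and 100% = added signal equal to DMSO minus mock-transfected cells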
# tolC growth inh – blocks growth of E. coli BW25113 tolC mutant; growth inhibition, % at 10 µM (by protocol); OD615; actives 2.2% (n = 65,000); AID 573;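 active = growth inhibition at or above a cutoff equal to the mean over every tested compound plus 3 SD, cut at about 60% in these data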;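 also: growth measured after 20 h incubation at 37 °C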
#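 Material: E. coli BW25113 ΔtolC::kan, tolC deletion mutant strain. Measure: percent growth inhibition. Schedule: 37 °C, 20 h exposure. Doses: single-point testing at 10 µM. Signal: A615 absorbance measurement. Buffer or medium: kanamycin-containing LB broth (50 µg/mL).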
# 5-HT1A blocker – blocks the human serotonin 5-HT1a receptor; P08908; CHO 5-HT1a Ga15 NFAT-bla reporter, antagonist mode; inhibition, % at 10 µM; actives 0.68% (n = 62,000); AID 612;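 active = inhibition above the mean of all tested compounds plus 3 SD, cut at about 43% in these data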;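 also: receptor stimulated by 5-CT agonist at 100 nM near EC80; beta-lactamase reporter measured by ratiometric fluorescence of a cleavable substrate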
# Target sequence (P08908 whole entry, looked up): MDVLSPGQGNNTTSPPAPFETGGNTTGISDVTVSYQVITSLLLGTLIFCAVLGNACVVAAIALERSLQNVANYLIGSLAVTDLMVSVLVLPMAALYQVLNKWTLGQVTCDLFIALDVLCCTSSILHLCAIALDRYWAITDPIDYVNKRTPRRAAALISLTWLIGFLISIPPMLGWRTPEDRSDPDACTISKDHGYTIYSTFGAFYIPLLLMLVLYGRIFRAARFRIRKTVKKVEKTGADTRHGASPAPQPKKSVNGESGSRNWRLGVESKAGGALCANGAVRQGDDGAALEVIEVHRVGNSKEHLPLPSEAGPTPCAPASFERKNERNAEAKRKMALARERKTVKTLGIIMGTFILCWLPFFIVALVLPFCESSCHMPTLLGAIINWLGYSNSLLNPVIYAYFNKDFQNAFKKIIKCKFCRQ
# SF1 activator – activates the human nuclear receptor SF-1; activation, % at 10 µM; CHO-K1 Gal4-SF-1 LBD luciferase reporter; % increase over DMSO SF-1-specific signal; actives 1.9% (n = 65,000); Q13285;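 active = activation above the mean activation of all tested compounds plus 3 SD, cut at about 50% in these data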
#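 Test system: CHO-K1 cells co-transfected with Gal4 DBD–human SF-1 LBD, 5xGal4 luciferase reporter. Quantity: 4,000 cells per well. Compound: 10 µM only. Incubation: compound added 1 h post-seeding, 20 h exposure at 37 °C, 5% CO2. Detection: SteadyLite luciferase luminescence. Replication: one test per compound.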
# 5HT1E antag – blocks the human 5-HT1E serotonin receptor; P28566; CHO 5-HT1E Ga15 NFAT-bla reporter, FRET, antagonist; AID 571; inhibition, % at 6 µM; actives 0.99% (n = 65,000);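 active = inhibition above a set limit, the mean inhibition across every tested compound plus 3 SD, cut at about 29% in these data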;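 also: signal is the 460 over 535 nm emission ratio of beta-lactamase substrate; 0% = agonist plus DMSO wells and 100% = wells without agonist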
# 5HT1E ag – 5-HT1E (human) receptor agonism | P28566 | CHO 5-HT1E Ga15 NFAT-bla reporter, FRET; 0% DMSO wells, 100% control agonist wells | activation, % at 6 µM | actives 0.69% (n = 65,000);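 active = activation above a set limit, the screen-wide mean activation plus 3 SD, cut at about 8.5% in these data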;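 also: 100% = positive control agonist at 1 µM giving full maximal response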
# S1P1 ag pot – agonists and agonism potentiators of human S1P1 receptor; actives 0.57% (n = 56,000); activation, % at 9.5 µM; P21453; S1P1 CRE-bla cells, forskolin, beta-lactamase FRET, potentiator mode; S1P1 agonist co-added at EC20, 2 nM; 100% = saturating reference agonist, 0% = basal;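 active = activation above a cutoff set at the mean activation of all tested compounds plus 3 SD, cut at about 54% in these data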;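 also: forskolin at 4 µM as EC80 and the EC20 agonist is SEW2871; 100% = SEW2871 at its EC100 plus forskolin at EC80; some compounds past the cut are filed as inactive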
# Target sequence (P21453 whole entry, looked up): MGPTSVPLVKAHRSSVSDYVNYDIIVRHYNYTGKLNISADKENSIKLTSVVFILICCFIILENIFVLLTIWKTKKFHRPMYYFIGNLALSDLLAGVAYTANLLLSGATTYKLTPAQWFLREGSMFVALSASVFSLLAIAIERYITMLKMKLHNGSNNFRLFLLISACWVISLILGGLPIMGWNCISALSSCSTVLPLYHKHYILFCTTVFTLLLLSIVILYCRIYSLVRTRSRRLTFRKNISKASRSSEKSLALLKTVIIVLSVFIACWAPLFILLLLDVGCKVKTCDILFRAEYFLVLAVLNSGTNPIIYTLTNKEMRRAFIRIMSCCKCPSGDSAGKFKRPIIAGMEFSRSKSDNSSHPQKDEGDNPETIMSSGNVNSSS
# AP complement – alternative pathway complement inhibition, orthogonal assay; inhibition, % at 5 µM; actives 0.08% (n = 62,000); Human serum alternative complement pathway, LPS-coated ELISA, C3 deposition; tested in compound mixtures;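 active = inhibition above 30% in each of the two pooled mixtures holding the compound, so the lower value exceeds 30%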;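 also: 0% = serum in Mg-EGTA without compound and 100% = EDTA serum blank; some compounds past the cut are filed as inactive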
#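 Medium: diluted human serum in Mg2+-EGTA GVB++. Assay system: human serum complement alternative pathway, C3 deposition onto LPS. Also added: Plate-bound LPS. Technique: Anti-C3 ELISA, OD 450 nm. Measure: percent inhibition. Incubation: 1 h at 37 °C. Dosing: 5 µM each compound, pools of ten, 50 µM per pool.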
# S1P3 agonist – agonists of human S1P3 receptor; actives 0.1% (n = 60,000); S1P3 NFAT-BLA reporter cells, agonism, FRET ratio; relative to 1 µM S1P, basal subtracted; activation, % at 4.5 µM;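 active = activation above the screen-wide mean plus 3 SD, cut at about 4.5% in these data, passing the limit was not always enough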; also: some compounds called inactive have numbers as strong as hits
#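 Material: Human S1P3 NFAT-BLA reporter CHO cells | Incubation: Overnight plating, 4 h compound 37 °C, 2 h substrate RT | Signal: FRET β-lactamase substrate fluorescence, excitation 405 nm, 460/535 nm emission ratio, background-subtracted | Compound: 4.5 µM final, single dose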
# Starred values were filed as active, the others as inactive; . = no result given.
SMILES,RORa activator,tolC growth inh,5-HT1A blocker,SF1 activator,5HT1E antag,5HT1E ag,S1P1 ag pot,AP complement,S1P3 agonist
Cc1cc(C)n2nc(Cc3ccccc3)nc2n1,-13,-7,-7,1,1,-0.4,-7,13,-0.6
CC(C(=O)N=c1sc2ccccc2n1C)N1C(=O)C2CC=CCC2C1=O (centres undefined),0,1,0,20,4,0.1,-16,0,-0.8
Cc1cccc(N(CC(=O)Nc2c(C)n(C)n(-c3ccccc3)c2=O)S(C)(=O)=O)c1,-6,-16,-2,-12,-9,-1.0,.,13,.
CCOCCc1nnc(NC(=O)Cc2ccccc2)s1,4,-5,6,15,-2,0.2,12,4,-0.7
Cc1c2cnn(CC(=O)N3CCN(c4ncccn4)CC3)c(=O)c2c(C)n1Cc1ccc(F)cc1,16,0,12,20,-6,-0.8,13,-12,0.1
COc1ccc(NC(=O)C(F)(OC)C(F)(F)F)c(OC)c1 (centres undefined),-19,-12,1,0,1,-0.1,-11,11,-1.3
COc1cccc(N2C(=O)C3ON(c4ccccc4)C(c4cccs4)C3C2=O)c1 (centres undefined),-25,4,-17,4,-15,0.6,-16,24,0.0
CC1(C)Cc2ccccc2-c2nnc(SCC(=O)N3CCN(c4ccccc4)CC3)n21,-6,20,-8,-5,6,0.8,6,7,0.1
COCCNC(=O)c1cc(-c2ccccc2OC)on1,52*,-4,1,71*,5,1.1,-25,8,-0.8
O=C(CN1CCN(c2ccccn2)CC1)Nc1cccc(C(F)(F)F)c1,-18,6,9,-16,5,-0.5,.,12,.
CCC(Sc1nccn1C)C(=O)Nc1cccc2ccccc12 (centres undefined),-16,-2,12,-12,-4,-0.8,-10,4,-0.3
CCOC(=O)C1=C(C)NC(=O)C(C(N)=O)C1c1ccccc1 (centres undefined),-1,-13,-2,-2,-6,1.2,-24,7,-0.7
CCOC(=O)C1CCN(C(=O)c2ccc(Cl)c(S(=O)(=O)N3CCOCC3)c2)CC1,-9,2,11,4,1,-0.7,.,.,.
O=C(NCCCN1CCN(c2ccccc2)CC1)Nc1ccccc1C(F)(F)F,-10,-15,4,2,-2,0.4,.,19,.
CCC(=O)c1ccccc1OCCCn1cncn1,-13,-5,-9,-9,-11,-0.4,.,8,-0.7
CCOc1cc(C2CC(=O)NC(SCC)=C2C#N)ccc1O (centres undefined),2,-1,6,-8,-3,0.3,-24,22,0.8
Cc1ccc(NC(=O)C2C3C=CC4(CN(Cc5cccnc5)C(=O)C24)O3)cc1 (centres undefined),25,1,7,-25,3,-0.5,-2,7,-2.3
O=C(NCCN1CCOCC1)c1cc2n(n1)C(C(F)(F)F)CC(c1ccc(F)cc1)N2 (centres undefined),-8,8,.,8,-13,0.3,11,.,-5.3
CCOC(=O)C(CCSC)NC(=O)CN (centres undefined),-8,-15,-3,-5,-2,0.1,-6,-1,0.2
CCOC(=O)c1c(C)oc2c(F)c(F)c(F)c(F)c2c1=O,7,3,13,17,-1,-1.4,6,1,-0.6
O=C(c1cc2ccccc2oc1=O)N(Cc1ccco1)C1CCS(=O)(=O)C1 (centres undefined),35,-18,1,22,-6,-0.5,-12,-5,0.7
O=C(CCN1C(=O)COc2ccccc21)NCCCN1CCN(c2ccccc2F)CC1,-22,-8,25,20,-3,1.7,-17,7,0.6
COC(=O)COc1ccc(S(=O)(=O)Nc2cc(OC)ccc2OC)cc1,-8,-5,3,-1,-7,-0.5,16,1,0.3
CC(=O)c1ccc(NC(=O)C2CCCN2S(=O)(=O)c2ccc(C)cc2)cc1 (centres undefined),4,0,-1,13,-14,0.4,7,9,0.0
Cc1cc(NC(=O)CCCC(=O)N(CC(=O)NC2CCCCC2)c2ccccc2)no1,-4,-6,-4,8,-4,0.3,-22,2,-0.7
# Remaining list, next part
SMILES,RORa activator,tolC growth inh,5-HT1A blocker,SF1 activator,5HT1E antag,5HT1E ag,S1P1 ag pot,AP complement,S1P3 agonist
CCOC(=O)c1ccc2c(c1)C(=O)N(C1CCCCC1)C2=O,-14,1,-5,9,-13,1.8,55,20,-1.1
CC(C)Sc1nc2c(cnn2-c2ccc(F)cc2)c(=O)[nH]1,-1,3,-5,-13,13,-0.3,-12,8,-1.5
Cc1oc(-c2ccc(Cl)cc2)[n+]([O-])c1C,-10,-7,-8,-2,3,0.7,-6,14,0.6
O=C(c1nc2ccccc2s1)N1CCN(c2ccccn2)CC1,3,19,4,25,3,0.2,-6,-1,-1.4
Cn1c(N2CCCC2)nc2c1c(=O)n(Cc1ccc(Cl)cc1)c(=O)n2C,-6,19,13,1,15,0.6,-8,18,-1.3
Cc1ccccc1C(=O)Nc1nnc(-c2ccc(F)cc2)o1,-6,59,10,-24,-3,0.0,-12,11,2.2
O=C(CN(c1ccc(F)cc1)S(=O)(=O)c1ccc2c(c1)OCCO2)Nc1ccc2c(c1)OCO2,7,17,-1,11,4,-0.4,.,6,-0.5
Cc1ccc(OCc2nc(-c3ccccc3)no2)c(C)c1,40,16,-1,59*,-4,-0.4,78*,8,-0.9
COc1ccc(C)cc1C(=O)C1CC(C(=O)O)C(C)(C)C1C (centres undefined),-10,-13,-1,0,3,-0.3,-3,12,-0.7
Cc1cc(S(=O)(=O)NCC(=O)O)ccc1F,3,-14,0,12,-1,-0.1,2,7,0.1
CCOC(=O)Cn1c(=N)n(Cc2ccccc2F)c2ccccc21,27,19,21,-14,9,-0.3,-6,0,-1.4
CCCNS(=O)(=O)c1ccc(CCC(=O)NCC2CCCO2)cc1 (centres undefined),-24,-26,-11,-8,-1,0.2,1,-12,0.4
COC(=O)C1=C(NC(=O)c2cccs2)CCS1,-9,6,-13,0,-6,0.9,-18,8,-0.4
Cc1nn(-c2ccccc2)c(=S)n1-c1ccccc1,-11,-12,-3,-2,2,-0.7,-15,6,-0.8
COc1cc(NC(=O)c2cccs2)c(C(=O)OCC(=O)NCc2ccco2)cc1OC,7,12,13,-22,18,8.1,-15,18,-0.3
COC(=O)c1oc2c(c1C)C1(CCC2)SCCS1,-9,19,1,4,1,1.0,-3,14,-0.4
CC1(C)Oc2ccc(C(=O)N3CCCCC3)cc2N(CC(=O)NCc2ccccc2)C1=O,7,-14,1,-7,-1,-0.1,-9,4,-0.2
CCCOc1ccc(N2C(=O)CC(N3CCC(C(=O)OCC)CC3)C2=O)cc1 (centres undefined),-4,0,4,-9,-3,0.1,-9,6,-0.4
COc1ncnc2sc(-c3ccccc3)cc12,28,14,10,51*,0,0.3,-2,-3,-0.2
COc1ccc(F)cc1CN1CCN(C(=O)CCC(=O)Nc2nnc(C(C)C)s2)CC1,-2,16,-12,-14,-9,0.3,-6,19,-1.0
Cc1cccc(OCCCCCn2ccnc2)c1,9,12,-2,12,-12,0.0,-7,3,-1.5
CC1Oc2ccccc2N(CC(=O)N2CCc3ccccc32)C1=O (centres undefined),-4,-19,5,-11,-4,0.1,7,22,-1.3
FC(F)(F)c1cc(-c2ccco2)nc(NCc2ccco2)n1,13,11,22,6,13,-0.9,.,-7,.
O=C(CCCc1c[nH]c2ccccc12)N1CCOCC1,2,-6,-4,27,7,-0.6,7,-3,0.3
C=CCN1C(=O)/C(=C2/Sc3ccccc3N2CCCS(=O)(=O)O)SC1=S,-1,-3,-24,-6,-15,0.4,-24,7,0.3

# Rewritten with each value named: 4 of the compounds above.
COc1ccc(F)cc1CN1CCN(C(=O)CCC(=O)Nc2nnc(C(C)C)s2)CC1
  RORa activator: -2
  tolC growth inh: 16
  5-HT1A blocker: -12
  SF1 activator: -14
  5HT1E antag: -9
  5HT1E ag: 0.3
  S1P1 ag pot: -6
  AP complement: 19
  S1P3 agonist: -1.0

Cc1cccc(OCCCCCn2ccnc2)c1
  RORa activator: 9
  tolC growth inh: 12
  5-HT1A blocker: -2
  SF1 activator: 12
  5HT1E antag: -12
  5HT1E ag: 0.0
  S1P1 ag pot: -7
  AP complement: 3
  S1P3 agonist: -1.5

CC1Oc2ccccc2N(CC(=O)N2CCc3ccccc32)C1=O (centres undefined)
  RORa activator: -4
  tolC growth inh: -19
  5-HT1A blocker: 5
  SF1 activator: -11
  5HT1E antag: -4
  5HT1E ag: 0.1
  S1P1 ag pot: 7
  AP complement: 22
  S1P3 agonist: -1.3

FC(F)(F)c1cc(-c2ccco2)nc(NCc2ccco2)n1
  RORa activator: 13
  tolC growth inh: 11
  5-HT1A blocker: 22
  SF1 activator: 6
  5HT1E antag: 13
  5HT1E ag: -0.9
  S1P1 ag pot: .
  AP complement: -7
  S1P3 agonist: .

# Further results.
SMILES,RORa activator,tolC growth inh,5-HT1A blocker,SF1 activator,5HT1E antag,5HT1E ag,S1P1 ag pot,AP complement,S1P3 agonist
O=c1[nH]c(=O)n(Cc2ccco2)c2c1C(C(F)(F)F)(C(F)(F)F)N=C(C1CCCCC1)N2,11,-13,-15,15,-3,0.0,4,-6,0.6
Clc1ccc(CSc2nnc(-c3ccncc3)o2)c(Cl)c1,-6,9,-11,-14,7,-0.3,76*,5,0.8
Cn1nnnc1SCC(=O)N1c2ccccc2Sc2ccccc21,-14,4,2,-8,-5,-0.6,13,25,1.4
CCOC(=O)Cc1nnc(NC(=O)CC)s1,15,3,4,-11,4,-0.5,-8,-12,-0.8
COC(=O)c1c(NC(=O)c2ccco2)sc(C(=O)Nc2ccc(F)cc2)c1C,18,-26,-21,35,2,-0.1,-9,5,-0.3
CC(=O)N1c2ccccc2NC2=C(C(=O)CCC2)C1c1cccnc1 (centres undefined),4,-21,-16,3,-7,0.1,-10,21,1.0
Cn1c(=O)c(=O)n(C)c2cc(S(=O)(=O)N3CCC(N4CCCCC4)CC3)ccc21,-16,-22,-2,9,-2,0.1,-37,17,-0.3

# Reformatted as labelled records: 3 of the compounds above.
mol: Clc1ccc(CSc2nnc(-c3ccncc3)o2)c(Cl)c1
  RORa activator = -6
  tolC growth inh = 9
  5-HT1A blocker = -11
  SF1 activator = -14
  5HT1E antag = 7
  5HT1E ag = -0.3
  S1P1 ag pot = 76*
  AP complement = 5
  S1P3 agonist = 0.8
mol: Cn1nnnc1SCC(=O)N1c2ccccc2Sc2ccccc21
  RORa activator = -14
  tolC growth inh = 4
  5-HT1A blocker = 2
  SF1 activator = -8
  5HT1E antag = -5
  5HT1E ag = -0.6
  S1P1 ag pot = 13
  AP complement = 25
  S1P3 agonist = 1.4
mol: CCOC(=O)Cc1nnc(NC(=O)CC)s1
  RORa activator = 15
  tolC growth inh = 3
  5-HT1A blocker = 4
  SF1 activator = -11
  5HT1E antag = 4
  5HT1E ag = -0.5
  S1P1 ag pot = -8
  AP complement = -12
  S1P3 agonist = -0.8
